DRD3 agonist: activates the human D3 dopamine receptor. max activation, %. AID 652048. 0.58% of 410,000 active. D3R DiscoveRx beta-arrestin cells, luminescence, 90 min. P35462; in the data active = max activation above about 30%; also: 0% is about no effect; mostly tested at two doses, the higher about 12 µM
Target sequence (P35462 whole entry, looked up): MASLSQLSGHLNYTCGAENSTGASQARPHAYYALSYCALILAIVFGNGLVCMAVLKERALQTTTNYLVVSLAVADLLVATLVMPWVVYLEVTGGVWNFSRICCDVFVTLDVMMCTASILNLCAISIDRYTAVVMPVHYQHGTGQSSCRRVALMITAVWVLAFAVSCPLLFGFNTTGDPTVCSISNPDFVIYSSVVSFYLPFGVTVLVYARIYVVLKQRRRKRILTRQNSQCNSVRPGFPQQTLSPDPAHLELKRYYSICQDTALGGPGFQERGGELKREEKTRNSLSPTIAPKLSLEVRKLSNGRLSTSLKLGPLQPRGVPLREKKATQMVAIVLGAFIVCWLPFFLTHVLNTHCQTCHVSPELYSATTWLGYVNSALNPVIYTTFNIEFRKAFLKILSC
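Cells at 1500/well, incubated overnight, then treated with pinned compounds (dopamine as control) for 90 min at 37 degrees C. DiscoveRx reagent added for 30 - 60 minutes at room temperature; luminescence read.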
D3 antag: antagonists of human D3 dopamine receptor. P35462. D3R cells, DiscoveRx beta-arrestin luminescence, antagonist mode; hits give low values. max response, negative = inhibition, %. 2.5% of 360,000 active; in the data active = max response below about -50%; inconclusive = no clear call, values can overlap the other calls; also: % is scaled to controls: 0 for no effect and ±100 for the full control effect; mostly tested at two doses, the higher about 12 µM
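Cells expressing the human receptor were seeded at 1500 cells/well, incubated overnight at 37 degrees C in 5% CO2, then exposed to library compounds with dopamine controls for 90 minutes at 37 degrees C before luminescent detection.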
EPAC2 antagonist: blocks human EPAC2 exchange factor; Potency, µM (top dose mostly 114 µM), for the others: at the highest dose activity, negative = inhibition, actives largely listed as inhibitors; 0.18% of 360,000 active; EPAC2 GEF exchange of Rap1B-BODIPY-GDP, fluorescence; also: potency is read from the fitted curve at half-maximal effect; % is scaled to controls: 0 for no effect and ±100 for the full control effect; nearly all actives have a fitted effect of over 45% in size; many of its hits are not listed in these tables
CCT chaperon mod: modulators of cytosolic chaperonin (CCT/TRiC) activity; purified chaperonin ATPase assay, HTRF ADP detection, 30 min; activity change, % (test concentration not listed), hits read low; 0.3% of 360,000 active; in the data active = activity change below about -30%; also: % is scaled to controls: 0 for no effect and ±100 for the full control effect
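Nucleotide hydrolysis assay: TRiC at 20–40 nM final (set by batch activity) with 10 uM ATP, 30 min at 37 °C, in presence of 76 uM compound. Detection by competitive ADP HTRF, 30 min ambient.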
pAkt inh: Akt phosphorylation inhibition | 0.32% of 360,000 active | Neuro2A IGF-stimulated pAkt S473 HTRF, 20 min; hits give low values | activity change, % for hits at 50 µM | AID 651550; in the data active = activity change below about -80%; inconclusive = mostly about -51% to -80%; also: % is scaled to controls: 0 for no effect and ±100 for the full control effect
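Single-point screen (50 µM final compound) in Neuro2A cells stimulated 20 min with 6 nM IGF at 37 deg C. After lysis, Ser473-phosphorylated Akt read by HTRF (ex 330 nm, em 615/665 nm) as the 665/615 ratio.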
PTHR1 ag: agonists of human PTHR1 parathyroid hormone receptor; HEK293 GP2 PTHR1 cells, GloSensor cAMP luminescence, 1 h; AID 743266; Potency, µM (top dose mostly 115 µM), for the others: at the top dose activation, most hits filed as activators; Q03431; 0.075% of 410,000 active; also: potency is read from the fitted curve at half-maximal effect; nearly all actives have a fitted effect of over 55% in size; some results filed as inactive show a strong effect at the top dose; inactives centre near -15; many of its hits are not listed in these tables
Target sequence (Q03431 whole entry, looked up): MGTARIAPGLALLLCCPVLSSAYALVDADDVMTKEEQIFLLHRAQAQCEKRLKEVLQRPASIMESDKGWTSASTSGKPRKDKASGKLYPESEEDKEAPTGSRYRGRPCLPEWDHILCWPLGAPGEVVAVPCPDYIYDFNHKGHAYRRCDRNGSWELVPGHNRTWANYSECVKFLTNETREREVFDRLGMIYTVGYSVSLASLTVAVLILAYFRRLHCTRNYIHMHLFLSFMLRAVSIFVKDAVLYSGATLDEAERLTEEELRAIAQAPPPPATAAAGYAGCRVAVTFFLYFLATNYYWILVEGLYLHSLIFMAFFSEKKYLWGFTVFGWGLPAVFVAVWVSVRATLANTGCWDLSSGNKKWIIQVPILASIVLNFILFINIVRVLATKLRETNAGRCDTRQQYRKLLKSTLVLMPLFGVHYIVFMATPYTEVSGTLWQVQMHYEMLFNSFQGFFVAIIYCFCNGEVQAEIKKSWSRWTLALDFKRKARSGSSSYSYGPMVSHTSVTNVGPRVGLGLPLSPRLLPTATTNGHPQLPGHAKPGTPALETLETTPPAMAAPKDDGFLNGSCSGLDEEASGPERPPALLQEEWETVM
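HEK-293-derived GP2 cells expressing PTHR1 and a GloSensor cAMP reporter, 3,000/well, plated overnight, given luciferin plus IBMX (each 0.5 mM as added) for 1 h at 37 °C, then compound for 1 h at 37 °C. Luminescence was read after 15 min at room temperature.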
MmCpn inh: blocks the Methanococcus maripaludis chaperonin Mm-Cpn | purified Mm-Cpn ATPase, ADP Transcreener TR-FRET | Potency, µM (series often up to 76.9 µM), without a hit: at the top dose activity, negative = inhibition, usual class: inhibitors | 0.031% of 330,000 active | AID 504842; also: potency is read from the fitted curve at half-maximal effect; % is scaled to controls: 0 for no effect and ±100 for the full control effect; nearly all actives have a fitted effect of over 80% in size
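Measured: ADP formation by purified Mm-CPN. Conditions: 25 nM protein, 10 uM ATP, Tris pH 7.4 with Mg2+, K+ and DTT, 37°C for 30 min. Detection: Transcreener HTRF after 30 min at room temperature.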
EPAC2 agonist: agonists of human EPAC2 (RAPGEF4). 0.079% of 360,000 active. Potency, µM (series often up to 154 µM), without a hit: top-dose activation, most hits filed as activators. AID 720711. Q8WZA2. EPAC2 activation, biochemical qHTS; response scale: 100% = 6.5 mM cAMP response; also: potency is read from the fitted curve at half-maximal effect; nearly all actives have a fitted effect of over 50% in size
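Exchange assay: 100 nM EPAC2 with 250 nM Rap1B-BODIPY-GDP and 50 uM GDP. Fluorescence (ex 480/em 540 nm) read every 5 min for 30 min at room temperature. Data normalized to 6.5 mM cAMP as agonist control.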
An asterisk follows results filed as active; i = inactive; u = inconclusive; x = no result given; [ ] = dose if it differs, or a comment. Unless noted, calls follow the shape of the dose curve; as a rule, active = well fitted curve in the direction sought with a large enough effect; inconclusive = small, poorly fitted or top-dose-only effect, or another doubt; inactive = no such curve, though single readings can be large; an effect the other way counts as inactive or inconclusive. Not all compounds are listed, so the mix of outcomes need not match the whole.

SMILES	DRD3 agonist	D3 antag	EPAC2 antagonist	CCT chaperon mod	pAkt inh	PTHR1 ag	MmCpn inh	EPAC2 agonist
Cc1cc2c(ncn2C)c(NS(=O)(=O)c2ccccc2Cl)c1C	-7	8	-1%	-2.3	i	19%[57.5 µM]	2%	3%
C/C(=N\Nc1cccc(C(=O)O)c1)c1ccc2c(c1)Nc1ccccc1S2	9	16	-11%	-0.7	i	-10%	-3%	1%
COc1ccc(-n2c(Cc3cccn3C)nnc2SCC(=O)Nc2ccc(Cl)cc2)cc1	-7	4	-4%	-1.2	i	-5%	-7%	15%
C=C(C)CSc1nc(N)c(C#N)c(-c2ccc(C)cc2)c1C#N	-13	17	-1%	0.7	i	-18%[57.5 µM]	x	14%
O=C(Cn1cnc2ccccc2c1=O)NCc1ccco1	-4	-25	5%	0.4	x	i	x	3%
Oc1[nH]c2ccccc2c1N=NC(=S)NCCc1ccccc1	-20	-24	-10%	-3.7	i	-9%	2%	12%
CCOC(=O)c1oc2ccccc2c1COC(=O)C(C)NC(=O)c1ccco1 (stereo not drawn)	-2	16	-8%	0.2	i	-7%	-6%	-4%
Fc1ccc(F)c(NC(=S)NCCc2ccccc2)c1	-8	-25	-2%	-1.4	i	-36%[inhibitor]	4%	11%
Cc1ccc2c(Cl)cc(Cl)c(OCC(=O)N3CCOCC3)c2n1	0	4	4%	-0.9	i	-37%[inhibitor]	-2%	10%
Nn1c(=S)[nH]nc(Cc2ccc(O)cc2)c1=O	2	21	-5%	0.8	i	i	-1%	0%
Cc1ccc(-n2c(C)cc(=O)cc2C)c(C)c1	2	-2	16%	0.1	i	-21%	-1%	6%
CCC(=O)c1ccc(OCC(=O)OC(C)C(=O)Nc2c(C)n(C)n(-c3ccccc3)c2=O)cc1 (stereo not drawn)	-9	-17	13%	-0.1	i	15%	x	7%
Cc1cccc(C)c1NC(=O)c1sccc1SCC#N	-1	-11	0%	-0.4	i	0%	0%	7%
Cc1c(C)c2c(OCC(=O)N[C@@H](CC(C)C)C(=O)O)cc3c(c2oc1=O)CCC(C)(C)O3	-5	14	-7%	-1.6	i	i	-6%	-12%
Cc1ccc(NC(=O)N2CCC(NC(=O)c3ccco3)CC2)cc1	3	3	-2%	0.8	i	-15%	-1%	6%
Cc1nc(-c2ccc(O)c(O)c2)cs1	21	18	8%	-2.7	i	-13%	0%	0%
CCCc1cnc(N2CCN(C(=S)NC)CC2)nc1	-5	-16	5%	-0.9	i	-30%[inhibitor]	-6%	13%
CC(C)=NOCC(=O)Nn1c(COc2ccccc2)nc2ccccc2c1=O	7	-10	0%	-0.3	i	-3%	1%	6%
O=C(NCCN1CCN(C(=O)c2cccc(OC(F)F)c2)CC1)c1cccc(OC(F)F)c1	-16	-17	-3%	-3.7	i	i	-2%	-2%
Cc1cccnc1NC(=O)Nc1cccc(Cl)c1	0	3	-18%	-2.3	i	i	1%	4%
N#Cc1cc(-c2ccccc2)nnc1Sc1ccc(F)cc1	1	24	-1%	-0.8	i	i	-5%	-17%
O=C(NNC(=O)c1csc(-c2cnccc2C(F)(F)F)n1)c1ccc(C(F)(F)F)cc1	-4	3	2%	0.1	i	-9%	2%	1%
Cc1ccc(N2C(=O)SC(N(CC(=O)O)c3ccc(C)cc3)C2=O)cc1 (stereo not drawn)	0	10	-19%	0.8	i	-19%	1%	-5%
CC1CCN(c2nc(-c3ccccc3)cc(C(F)(F)F)n2)CC1	2	-22	2%	-3.4	i	-10%	1%	-3%
CCCCCC(=O)NNC(=O)c1ccc(F)cc1	3	25	4%	-1.9	i	i	3%	-5%
C=CCc1ccccc1OCC(O)CNC1CCCC1 (stereo not drawn)	-8	-2	15%	-0.2	x	i	2%	0%
Clc1ccccc1OCCN1CCC(Cc2ccccc2)CC1	-7	-90*	-4%	1.1	i	-12%	0%	10%
C(=C\c1ccccc1)/C=N/Nc1nc(N2CCOCC2)nc(N2CCOCC2)n1	12	11	0%	-0.8	i	-17%[57.5 µM]	0%	5%
CCCOc1ccc(C2c3c(oc4cc(C)c(C)cc4c3=O)C(=O)N2CCCN(C)C)cc1OCC (stereo not drawn)	-4	-6	0%	0.9	i	-5%	0%	3%
CC1(C)CC(=O)C2=C(C1)Oc1nc3ccccc3cc1C2C(C#N)C#N (stereo not drawn)	-10	u	-3%	0.7	i	-37%[inhibitor]	1%	-1%
COc1ccccc1NC(=O)c1ccc([N+](=O)[O-])o1	8	-1	-2%	-13	i	-8%	x	9%
CCOC(=O)CCNC(=O)N1CCCC(N(C)CCc2ccc(OC)c(OC)c2)C1 (stereo not drawn)	-3	-14	3%	-1.1	i	-10%	2%	9%
COc1ccccc1N1CCN(C(=O)C2CC2)CC1	-4	1	5%	-2.5	i	-7%	x	7%
Cc1[nH]c(C)c(S(=O)(=O)N2CCN(c3ccccc3)CC2)c1C(=O)N1CCCCC1	2	-16	-1%	-2.3	i	19%	0%	3%
O=C(Nc1cccc([N+](=O)[O-])c1)c1ccc(N2CCCC2=O)cc1	-5	-22	-2%	-0.6	i	-15%	0%	5%
COC(=O)Cn1c2nc3ccccc3nc2c2cccc(C)c21	9	14	3%	0.4	i	-24%	4%	6%
CN(CC(=O)NCCc1ccc(F)cc1)CC(=O)Nc1ccc(F)c(F)c1F	-8	-5	-4%	-3.9	i	-14%	1%	8%
N#Cc1ccccc1OCC(=O)OCC(=O)N1CCCC1	4	-8	-3%	-3.4	i	-4%	1%	7%
CC1(C(=O)NNC(=S)NCc2ccco2)CC1(Cl)Cl (stereo not drawn)	1	3	-2%	-1.8	i	-52%	2%	5%
COc1cccc(CN(C)C(=O)c2cc(COc3ccc4ncccc4c3)on2)c1	4	2	-25%	1.5	i	-31%[inhibitor]	1%	8%
CC(=O)Nc1nccc(-c2cc(-c3ccccc3)no2)n1	1	20	2%	2.2	i	-1%	-2%	5%
COC(=O)[C@]12CCCCC=C1N(Cc1ccccc1)C(=O)[C@H](CC(=O)N1CCN(C(=O)c3ccco3)CC1)C2	6	31	2%	0.7	i	-4%	x	10%
O=C(CSc1nnc(-c2cccs2)n1C1CC1)NC1CCS(=O)(=O)C1 (stereo not drawn)	-18	-14	31%[activator]	1.2	i	-18%	-2%	3%
CSCCNC(=O)c1ccc(OC2CCN(CCc3ccccc3)CC2)cc1	-17	-79*	-1%	-0.5	i	i	-1%	8%
CCC/C=C/c1ccc(CN2C(CC(C)C)C(=O)N(Cc3cn(Cc4ccco4)nn3)CCS2(=O)=O)cc1 (stereo not drawn)	3	5	u	0.9	i	-32%[inhibitor]	x	-2%
O=C(c1ccc(CS(=O)c2cccc(Cl)c2)o1)N1CCOCC1 (stereo not drawn)	-3	1	-1%	-1.7	i	i	0%	-8%
O=C(Nc1c(-c2ccc(Cl)cc2)[nH][nH]c1=O)c1ccc(Br)cc1	-1	-7	1%	2.5	i	-18%	x	0%
O=c1[nH]ncc(N/N=C\c2ccc(O)cc2O)c1Cl	-8	-5	-7%	0.6	i	-19%	-6%	-9%
CN1CCN(c2ccc(CNS(=O)(=O)Cc3ccc(Cl)cc3)cc2)CC1	-13	u	8%	1.6	i	i	u	2%
O=C1c2ccccc2C(=Cc2cccnc2)c2ccccc21	6	17	-4%	-0.5	i	i	x	2%
COc1cc(CCC(=O)Nc2cc(C)cc(C)c2)cc(OC)c1OC	5	2	-2%	-0.2	i	-3%	0%	-1%
O=C(NCc1cccs1)c1cnc2ccccn2c1=O	-5	-10	0%	-1.1	i	i	2%	12%
CC(C(=O)Nc1ccc(C(N)=O)cc1)N1C(=O)c2ccccc2S1(=O)=O (stereo not drawn)	-5	-11	2%	-0.7	i	0%	-2%	7%
CN1CCN(C(=O)N2c3ccccc3C=Cc3ccccc32)CC1	-16	u	3%	-1.5	i	i	-2%	3%
CCOc1ccc(S(=O)(=O)N2CCCC(C(=O)NCc3cccnc3)C2)cc1Cl (stereo not drawn)	3	16	1%	0.4	i	-12%	-3%	3%
Nc1ccccc1C(=O)NC(=O)Nc1ccc(Oc2ncc(Br)cn2)c(Cl)c1	-9	-18	-2%	0.0	i	0%	x	5%
COC(=O)c1c(NC(=O)COC(=O)c2ccc(NC(=O)CC#N)cc2)sc2c1CCCCC2	6	8	11%	-0.8	i	i	0%	-6%
CCOC(=O)c1c(C)[nH]c(C(=O)OCC(=O)Nc2cc(Cl)ccc2OC)c1C	-9	27	-1%	-0.6	i	-3%[57.5 µM]	-1%	9%
COC(=O)c1ccccc1C(=O)N1CCCC(CNC(=O)c2ccc(F)cc2)C1 (stereo not drawn)	9	12	-11%	-1.1	i	-22%	0%	-1%
CC(C)Sc1nc2c(c(=O)[nH]1)C(c1cccs1)C1=C(CC(C)(C)CC1=O)N2 (stereo not drawn)	-1	1	5%	-3.2	i	i	-3%	4%

Among those listed so far, 2 contain bromine:
SMILES	DRD3 agonist	D3 antag	EPAC2 antagonist	CCT chaperon mod	pAkt inh	PTHR1 ag	MmCpn inh	EPAC2 agonist
O=C(Nc1c(-c2ccc(Cl)cc2)[nH][nH]c1=O)c1ccc(Br)cc1	-1	-7	1%	2.5	i	-18%	x	0%
Nc1ccccc1C(=O)NC(=O)Nc1ccc(Oc2ncc(Br)cn2)c(Cl)c1	-9	-18	-2%	0.0	i	0%	x	5%

Remaining list, next part
SMILES	DRD3 agonist	D3 antag	EPAC2 antagonist	CCT chaperon mod	pAkt inh	PTHR1 ag	MmCpn inh	EPAC2 agonist
COc1ccc(Oc2c(Cl)cnn(-c3ccc(Cl)c(Cl)c3)c2=O)cc1	10	1	5%	-0.3	i	-6%	-25%	0%
Cc1[nH]c2c(C(=O)N3CCCC(CCC(=O)NCc4ccccc4F)C3)cccc2c1C (stereo not drawn)	-5	-28	-8%	-2.8	i	-35%[inhibitor]	0%	20%
CC(c1nccs1)N(C)c1nc2nonc2nc1NC1CC1 (stereo not drawn)	-7	-2	-9%	1.1	i	i	4%	2%
NC(=O)CSc1nc2cc([N+](=O)[O-])ccc2n1-c1cccc(C(F)(F)F)c1	-1	-6	-1%	-2.5	i	-3%	0%	-15%
COc1ccc(-n2c(SCC(=O)C(C)(C)C)nc3c(sc(=S)n3-c3ccccc3)c2=O)c(OC)c1	1	-5	-12%	0.5	i	-7%	-4%	9%

Bioassay records from PubChem BioAssay.
